BL2 CD40 inh – inhibitors of CD40-induced NF-kB signaling, primary screen, BL2 cells, luciferase reporter, single point. AID 1053188, 2014. inhibition, % at 10 µM. CD40L-induced, 4 h. 83,000 compounds, 0.94% hits;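 active = mean inhibition of at least 50% with a set share of replicates also reaching that level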;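 also: 0% = neutral control wells and 100% = IKK inhibitor VII at 50 µM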
* = called active by the depositor; [ ] = remark or other dose. These rows are one share of the data, so the mix of outcomes need not match the whole.

Sample of the layout, 6 compounds:
BL2 CD40 inh	smiles
-32	O=C(CN1CCCC1=O)NC1CCCc2c1cnn2-c1cc(F)cc(F)c1 (stereo not drawn)
9	CN1CCC(N(C)S(=O)(=O)c2ccc(NC(=O)c3cccc(C#N)c3)cc2)CC1
8	Cc1c2c(n3c(nc4ccccc43)c1C#N)N(CCN1CCOCC1)CC2
2[25 µM]	C[C@@H]1CN([C@H](C)CO)C(=O)c2cc(NC(=O)Nc3cccc4ccccc34)ccc2O[C@@H](C)CCCCO[C@H]1CN(C)S(=O)(=O)c1cn(C)cn1
32	CCOC(=O)C1(CCOc2ccccc2)CCN(Cc2cc(OC)c3c(c2)OCO3)CC1
-3	Cc1cc(C)c(C(=O)COC(=O)Cn2cnnn2)cc1C

The list itself (from the top)
BL2 CD40 inh	smiles
-32	O=C(CN1CCCC1=O)NC1CCCc2c1cnn2-c1cc(F)cc(F)c1 (stereo not drawn)
9	CN1CCC(N(C)S(=O)(=O)c2ccc(NC(=O)c3cccc(C#N)c3)cc2)CC1
8	Cc1c2c(n3c(nc4ccccc43)c1C#N)N(CCN1CCOCC1)CC2
2[25 µM]	C[C@@H]1CN([C@H](C)CO)C(=O)c2cc(NC(=O)Nc3cccc4ccccc34)ccc2O[C@@H](C)CCCCO[C@H]1CN(C)S(=O)(=O)c1cn(C)cn1
32	CCOC(=O)C1(CCOc2ccccc2)CCN(Cc2cc(OC)c3c(c2)OCO3)CC1
-3	Cc1cc(C)c(C(=O)COC(=O)Cn2cnnn2)cc1C
18	O=C(O)c1ccccc1/C=N/NC(=O)c1cc(-c2ccco2)nc2ccccc12
3	O=C(NCCOCC(F)(F)C(F)F)c1cc(F)c(F)cc1Cl
8	O=C1N(Cc2cccnc2)C[C@@H]2C[C@@H](c3ccc(-c4ccccc4)cc3)N3CCC[C@@]123
-12	O=C(COC(=O)C1CCN(c2ccc(C(F)(F)F)cn2)CC1)Nc1cc(F)ccc1F
-6	COC(=O)c1cc(OC)c(OC)cc1NC(=O)Nc1ccc(OC)cc1OC
22	O=C(COC(=O)Cn1ccc(=O)[nH]c1=O)Nc1ccc(F)cc1
6	Cc1ccc2c(c1)N(CC(=O)NCc1ccco1)C(=O)CO2
-3[25 µM]	CNC[C@@H]1Oc2cc(C#Cc3ccccc3OC)ccc2S(=O)(=O)N([C@H](C)CO)C[C@H]1C
5[25 µM]	CO[C@H]1CN(C)C(=O)c2ccc(NC(=O)c3cc(C)on3)cc2OC[C@@H](C)NC[C@H]1C
9	CCOC(=O)C1(CCOC)CCN(Cc2ccncc2)CC1
-21[25 µM]	O=C(c1cnccn1)N1CC(=O)N2[C@H](CO)[C@@H](c3ccc(/C=C/c4ccccc4)cc3)[C@@H]2C1
-41	O=C(Nc1ccc(N2CCOCC2)cc1)c1ccc2ncsc2c1
-14	COc1ccc(C(=O)NCCS(=O)(=O)N2CCCC2)cc1
-5	CNc1nc(-c2ccc(S(=O)(=O)N3CCCCC3)cc2)cs1
3	CCN(CC)S(=O)(=O)c1ccc(Cl)c(NC(C)=O)c1
10	Cc1ccc(N2C(=O)N(CC(=O)N(C)Cc3ccccc3)C(=O)C2C)cc1 (stereo not drawn)
0	COCCNC(=O)/C(C#N)=C1\N=C(NC(=O)c2cccs2)c2ccccc21
11[25 µM]	COc1ccc2c3c(n(C)c2c1)[C@H](CO)N(S(=O)(=O)c1cn(C)cn1)CC31CCN(C)CC1
10	COc1cccc(Cn2c(Oc3ccccc3)nc3c2c(=O)n(C)c(=O)n3C)c1
8	c1cc(CNCCN2CCNCC2)ccn1
6	CCc1ccc(NC(=O)C(=O)NCCN2CCN(C(=O)c3ccc(OC)cc3)CC2)cc1
7	Cc1ccc(C(=O)N2CCC(N3CCC(C(=O)N4CCOCC4)CC3)CC2)cc1
-5	c1ccc(NN(Cc2ccccn2)c2ccccc2)cc1
4	O=C(NC1CCCCCC1)c1cc(S(=O)(=O)N2CCC3(CC2)OCCO3)ccc1F
3	CC1(C(=O)NS(=O)(=O)c2ccccc2)CCN1C(=O)c1ccccc1CCc1ccccc1 (stereo not drawn)
13	Cc1ccc(OCC(=O)N2CCN(C(=O)c3ccncc3)CC2)cc1
1	CCOC(=O)Nc1ccc([N+](=O)[O-])cc1C
5[25 µM]	O=C(C1CCOCC1)N1CC(=O)N2[C@@H](CO)[C@@H](c3ccc(C#CCc4ccccc4)cc3)[C@@H]2C1
7	CC1Cc2ccccc2N1CC(=O)NC(=O)NC1CCCC1 (stereo not drawn)
0	COc1ccc(CCN(C)C(=O)N2CCOCC2)cc1OC
15	COc1ccccc1-n1cccc1C=O
10	COc1ccc(C(=O)OCC(=O)N2CCC(C)CC2)cc1S(=O)(=O)N1CCOCC1
-3	O=C(Nc1ccc(OC(=O)c2cccnc2)cc1)c1cccnc1
-2	O=C(CCSCCC(=O)Nc1c(F)c(F)c(F)c(F)c1F)Nc1c(F)c(F)c(F)c(F)c1F
15[25 µM]	N#Cc1cccc(-c2ccc([C@H]3[C@@H](CO)N[C@@H]3CNC(=O)C3CCC3)cc2)c1
5	COc1ccc(CNCCCNCc2ccc(OC)c(OC)c2)cc1OC
6	Cc1ccc(S(=O)(=O)C2(C(=O)O)CCCC2)cc1C
2	Cc1sc2nc(CN3CCOCC3)nc(NS(=O)(=O)c3ccccc3)c2c1C
3	CCCNC(=O)N1[C@H](CO)[C@H](c2ccccc2)[C@@H]1CNC(=O)c1cccc(F)c1
8	CSc1nc2sc3c(c2c(=O)n1C1CCCCC1)CCN(C)C3
-6[25 µM]	C[C@@H]1CC(=O)N[C@@H](c2ccccc2)C/C=C\C[C@H](c2ccc3c(c2)OCO3)NC1=O
-49	Cc1ccc(C(O)c2ncc(-c3ccccc3Cl)[nH]2)cc1 (stereo not drawn)
8	CNC[C@@H]1Oc2ccc(N(C)C)cc2C(=O)N(C)C[C@H]1C
-18	CN1CCCN(C(=O)/C=C/c2ccc(Cl)cc2Cl)CC1
1	CCN(Cc1ccccc1)S(=O)(=O)c1csc(C(N)=O)c1
8	COc1cc2ccccc2cc1-c1nnc(COc2ccccc2)o1
7	CCCCN1CCC(=O)NC1=O
-56	O=C(Nc1ccn(Cc2ccccc2)n1)c1cccc(F)c1
0	O=C(Cc1ccc(Cl)cc1)Nc1ccc(N2CCN(C(=O)c3ccco3)CC2)cc1
1	CC1(C)C2CCC1(CS(=O)(=O)NC1CCCC1)C(=O)C2 (stereo not drawn)
2	Cc1ccc(C2(C)NC(=O)N(CC(=O)N3c4ccccc4NC(=O)CC3C)C2=O)cc1 (stereo not drawn)
-21	CC(=O)Nc1ccc(C(=O)Nc2nc(-c3ccccn3)cs2)cc1
8	C=CCN(c1ccccc1)S(=O)(=O)c1cccc(C(=O)NCC(c2ccc(OC)cc2)N2CCCCC2)c1 (stereo not drawn)
13	Cc1cccc(NC(=O)CSc2nnc(CN3CCOCC3)n2C)c1C

(continued)
BL2 CD40 inh	smiles
-10	COC(=O)CC1C(=O)NCCN1C(=O)c1ccc(S(=O)(=O)N2CCOCC2)cc1 (stereo not drawn)
-70	CCOc1ccc(/C=C/C(=O)OCC(=O)Nc2cccc(S(=O)(=O)N3CCCC3)c2)cc1
7	COc1ccccc1NS(=O)(=O)c1cccc(C(=O)NCC2(N3CCCCC3)CCCCC2)c1
15	CC(N1CCOC1=O)S(=O)(=O)c1ccccc1 (stereo not drawn)
0[25 µM]	CC(C)NC(=O)N1[C@H](CO)[C@@H](c2ccccc2)C12CN(C(=O)Cc1cccnc1)C2
0	Cc1ccc(CNC(=O)C2CCN(S(=O)(=O)c3cnc[nH]3)CC2)cc1
-5	O=C(Nc1nnc(-c2ccco2)o1)C1CCCCC1
-8	CN1C(=O)c2cc(NC(=O)C3CC3)ccc2OC[C@H]2O[C@@H](CC(=O)O)CC[C@H]21
-3	COc1cc(-c2cc3nc(NCCN(C)C)ccn3n2)cc(OC)c1OC
-12	Cc1sc(NC(=O)CS(=O)(=O)c2ccccc2)c(C#N)c1C
92*	O=C(/C=C/c1ccc([N+](=O)[O-])cc1)Nc1ncc([N+](=O)[O-])s1
6	CCC(=O)N1CC2(c3ccccc3)CN(C(=O)CC)CC(c3ccccc3)(C1)C2=O
7[25 µM]	CC(C)COC(=O)N(C)C[C@H]1OCc2cn(nn2)CCCC(=O)N([C@H](C)CO)C[C@H]1C
-6	C[C@@H]1CN([C@H](C)CO)C(=O)c2ccccc2-c2ccccc2CO[C@@H]1CN(C)S(=O)(=O)c1ccsc1
47	O=C1c2cccc(OCC(=O)N3CCCc4ccccc43)c2CCN1Cc1cccnc1
-1[25 µM]	C[C@@H](NC(=O)[C@@H]1[C@@H](CO)[C@@H]2Cn3c(ccc(-c4ccccc4)c3=O)[C@H]1N2C)c1ccccc1
5	CN(c1ccc(OCC(=O)N2CCCC2)cc1)S(=O)(=O)c1ccc(Cl)cc1
-13[25 µM]	CNC[C@@H]1OCCCC[C@@H](C)Oc2ccc(NS(=O)(=O)c3ccc(F)cc3)cc2C(=O)N([C@H](C)CO)C[C@H]1C
9	CCc1ccc(C(=O)NNC(=O)C2CSC3(C)CCC(=O)N23)cc1 (stereo not drawn)
7	Cc1cccc(CNC(=O)Cn2ccc3cc(S(=O)(=O)N4CCCCCC4)ccc32)c1

Another view of part of the listing above.
CNC[C@@H]1OCCCC[C@@H](C)Oc2ccc(NS(=O)(=O)c3ccc(F)cc3)cc2C(=O)N([C@H](C)CO)C[C@H]1C
  BL2 CD40 inh: -13[25 µM]

O=C(/C=C/c1ccc([N+](=O)[O-])cc1)Nc1ncc([N+](=O)[O-])s1
  BL2 CD40 inh: 92*

CN(c1ccc(OCC(=O)N2CCCC2)cc1)S(=O)(=O)c1ccc(Cl)cc1
  BL2 CD40 inh: 5

O=C(Nc1nnc(-c2ccco2)o1)C1CCCCC1
  BL2 CD40 inh: -5

The list continues:
BL2 CD40 inh	smiles
-9[25 µM]	CO[C@@H]1CN(C)C(=O)c2cc(NC(=O)CN(C)C)ccc2OC[C@@H](C)N(Cc2ccccc2F)C[C@H]1C
83*[25 µM]	C[C@@H]1CN([C@H](C)CO)C(=O)c2ccccc2-c2ccccc2CO[C@@H]1CN(C)Cc1ccccc1C(F)(F)F
17	O=C(NCCN1CCc2ccccc2C1)C1CCN(S(=O)(=O)N2CCCCC2)CC1
-78	O=C(CCc1nnc(CCc2c[nH]c3ccccc23)o1)NC1CCC1
0	COc1ccc(NC(=O)CN(C)CC(=O)Nc2ccc3c(c2)CCC3)cc1
33*	Fc1ccccc1CNCCC(Cc1ccccc1)c1ccc2c(c1)OCO2 (stereo not drawn)
-2	Cn1c(=S)n(C)c2ccccc21
-1	C=C(C)C1CC=C(C)/C(=N/NC(=O)C2CC2c2ccccc2)C1 (stereo not drawn)
5	CCOc1ccc(CCNC(=O)COC(=O)c2ccc(S(C)(=O)=O)cc2)cc1OCC
11	Cc1cc(NC(=O)Cn2nc(C(F)(F)F)c3c2CCC3)n(-c2ccccc2)n1
-5	Cc1ccc(S(=O)(=O)N2CCOCC2)cc1C(=O)NC1CCN(Cc2ccccc2)CC1
1[25 µM]	CC=Cc1ccc2n(c1=O)C[C@@H]1[C@@H](CO)[C@H](C(=O)N3CCOCC3)N(Cc3ccccc3)[C@H]21 (mixture of isomers)
-19	COc1cccc(C(=O)O/N=C2\CCS(=O)(=O)c3sccc32)c1
-24	S=C(CSc1ccccc1)Nc1cccc2ccccc12
12	C(=C\c1ccccc1)/CN1CCN(Cc2ccc3c(c2)OCCO3)CC1
-55	CCCCC(=O)Nc1ccc2c(c1)OCCO2
8	O=C(NCCCNc1ccnc2cc(Cl)ccc12)c1ccccc1F
-27	CC(C)(C)NC(=O)Nc1nnc(SCC(=O)NC2CCCCC2)s1
4	O=c1[nH]c2ccccc2cc1CN(Cc1ccco1)S(=O)(=O)c1ccccc1
19	Cc1ccn2c(=O)nc(SCC(=O)N3CCCCC3)nc2c1
1	CC(=O)c1ccc(Nc2c(C)n(C)n(-c3ccccc3)c2=O)cc1
6	O=S(=O)(/C=C/c1ccccc1)Nc1ccc(F)cc1
6	Cc1oc(C)c(C(N)=O)c1C(N)=O
9	CC1(C)CC(=O)c2cc(O)ccc2O1
-15	Nc1nnnn1/N=C/c1cccc(OCc2ccccc2Cl)c1
3	Cc1ccc(C2(C)NC(=O)N(CC(=O)Nc3ccc4c(c3)CCC4)C2=O)cc1 (stereo not drawn)
8	CS(=O)(=O)N(CC(N)=O)c1ccc(F)c(Cl)c1
-98	O=C(Nc1nc(-c2ccccc2)cs1)c1ccco1
-2	CCN(CC)CCNC(=O)c1c(C)oc2cc(Br)c(OC)cc12
-10	Cc1cc(C)n2nc(-c3cccnc3)nc2n1
-10[25 µM]	O=C1N[C@H](Cc2ccccc2)COCc2cn(nn2)CC[C@H]1Cc1cccc(F)c1
7	O=C(CCCn1c(=O)[nH]c2ccsc2c1=O)N1CCCCC1
-12	CCS(=O)(=O)N1Cc2ccccc2CC1C(=O)NCCc1ccccc1 (stereo not drawn)
0	NC(CCc1ccccc1)c1csc(Nc2ccc(C(=O)NCCO)cc2)n1 (stereo not drawn)
-30	COc1cc(CNCc2cccs2)ccc1OCc1ccccc1
12	Cc1cccc(CN2CCN(C(c3ccccc3)c3ccc(Cl)cc3)CC2)c1 (stereo not drawn)
5	CCCn1c(C)cc(-c2csc(NC(=O)CCc3nc4ccccc4c(=O)[nH]3)n2)c1C
5	O=C1c2ccccc2C(=O)N1CC1CO1 (stereo not drawn)
-11	NC(=S)N1N=C(c2ccccc2)CC1=O
3	CC(=O)Nc1cccc(-c2csc(Nc3ccccn3)n2)c1
-2	O=C(COC(=O)C1CCN(c2ccc(C(F)(F)F)cn2)CC1)NCc1ccc(F)cc1
6	CCN(CC)C(=O)Cn1c(=O)oc2ccccc21
2[25 µM]	CN1C(=O)c2cc(NS(C)(=O)=O)ccc2OC[C@@H]2O[C@H](CC(=O)NCc3ccccc3)CC[C@H]21
1[25 µM]	CO[C@@H]1CN(C)C(=O)c2cc(NC(=O)c3ccc(Oc4ccccc4)cc3)ccc2OC[C@@H](C)NC[C@H]1C

As a short view, part of the list above:
BL2 CD40 inh	smiles
3	CC(=O)Nc1cccc(-c2csc(Nc3ccccn3)n2)c1
-2	O=C(COC(=O)C1CCN(c2ccc(C(F)(F)F)cn2)CC1)NCc1ccc(F)cc1
